BRCT PPI green = inhibitors of human BRCA1 BRCT-phosphoprotein interaction (green fluorophore). BRCA1 BRCT-phosphopeptide binding, green fluorescence polarization. hit rate 0.05% among 75,000. Potency, µM (titrated, usually from 76.9 µM), for the others: top-dose activity change, negative = inhibition, usual class: inhibitors. AID 875;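 also: potency is read from the fitted curve at half-maximal effect; plate controls were peptide without protein for full effect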
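Compounds were incubated for 12 min at room temperature with a complex of 100 nM fluorescein-tagged pBACH1 decapeptide and 250 nM His-tagged BRCT protein. Buffer was phosphate pH 7.3 with EDTA, DTT and Tween 20. Disruption of binding lowers the polarization signal.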
USP2a inh = blocks human ubiquitin-specific protease USP2a; O75604; USP2a enzymatic assay, qHTS inhibition; Potency, µM (top dose mostly 38.3 µM), for the others: at the highest dose activity change, negative = inhibition, actives largely listed as inhibitors; hit rate 0.1% among 60,000; AID 927;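 also: potency is read from the fitted curve at half-maximal effect; nearly all actives have a fitted effect of over 60% in size; plate controls were DMSO for no effect and NEM full inhibition control for full effect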
Target sequence (O75604 whole entry, looked up): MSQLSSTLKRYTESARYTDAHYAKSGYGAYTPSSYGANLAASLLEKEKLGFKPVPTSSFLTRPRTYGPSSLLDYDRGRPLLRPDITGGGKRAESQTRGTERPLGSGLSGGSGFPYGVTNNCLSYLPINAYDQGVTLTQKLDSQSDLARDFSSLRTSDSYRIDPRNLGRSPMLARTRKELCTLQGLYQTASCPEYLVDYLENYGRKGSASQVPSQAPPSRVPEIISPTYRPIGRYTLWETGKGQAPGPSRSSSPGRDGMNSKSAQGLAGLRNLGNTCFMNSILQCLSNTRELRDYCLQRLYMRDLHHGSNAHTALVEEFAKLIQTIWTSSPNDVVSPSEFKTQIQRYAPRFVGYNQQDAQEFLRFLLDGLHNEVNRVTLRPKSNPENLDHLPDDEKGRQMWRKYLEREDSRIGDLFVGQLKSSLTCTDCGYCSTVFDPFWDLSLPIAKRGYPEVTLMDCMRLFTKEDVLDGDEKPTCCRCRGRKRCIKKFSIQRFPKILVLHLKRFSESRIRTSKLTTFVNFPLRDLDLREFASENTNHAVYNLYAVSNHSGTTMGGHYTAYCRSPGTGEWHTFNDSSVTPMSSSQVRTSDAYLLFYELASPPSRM
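20 nM USP2 core + cpd, 30 min RT; add 20 nM Ub-PLA2/20 uM NBD C6-HPC; read Ex460/Em535 at 0 h and 2.5 h. Normalized to NEM; qHTS curve fit/classification.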
Epigenetic mod = epigenetic GFP locus derepression in mouse cells; mouse C127i GFP locus derepression, cytometry, 30 h; AID 597; hit rate 0.09% among 68,000; Potency, µM (doses to about 46.1 µM), for the others: top-dose GFP derepression (activation); also: % of control where 0% means no effect
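Derepression screen: silenced CMV-GFP reporter in murine C127i cells, 30 h compound incubation at 37 C, washed cells imaged by laser-scanning cytometer to enumerate GFP-expressing objects of 20 to 120 um.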
BRCT inh red = inhibitors of human BRCA1 BRCT-phosphoprotein interaction (red fluorophore). Potency, µM (top dose mostly 76.9 µM), without a hit: at the highest dose activity change, negative = inhibition, usual class: inhibitors. P38398. hit rate 0.03% among 75,000. BRCT-phosphopeptide binding, red fluorescence polarization. AID 892; also: % is scaled to controls: 0 for no effect and ±100 for the full control effect
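Fluorescence polarization: 100 nM His-tagged BRCA1 BRCT with 100 nM TAMRA-labelled phospho-BACH1 decapeptide, phosphate buffer pH 7.3 with 150 mM NaCl, DTT, 0.01% Tween 20; 12 min RT. Binding inhibition seen as FP decrease.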
CRE-bla Fsk = modulators of forskolin-stimulated CRE signaling in CHO cells | hit rate 2.5% among 71,000 | Potency, µM (top dose mostly 38.2 µM), for inactives: top-dose activity change, negative = inhibition, most hits filed as activators | CHO CRE-bla reporter (cAMP response element driving beta-lactamase), forskolin EC10, beta-lactamase ratio; active = well fitted activation curve with a large enough effect in the signal ratio, with a control signal flat, not every such curve was filed as active; inconclusive = small, poorly fitted or top-dose-only effect, or effect the other way, or a change in a side signal; the % refers to the signal ratio; also: potency is read from the fitted curve at half-maximal effect; % of control where 0% means no effect
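Using CellSensor CRE-bla CHO cells in Opti-MEM with 0.5% dialyzed FBS, compounds were titrated with EC10 NKH 477 for 3 h at 37 °C. CCF4 ratio (460/530 nm) gave %Activity; AC50 derived.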
Hsp90 Hop PPI = changes Hsp90-Hop TPR2A binding signal, up or down. AlphaScreen TPR2A-His6 binding biotin-Hsp90 C-terminal peptide. Potency, µM (titrated, usually from 57 µM), for inactives: at the top dose activity change, negative = inhibition. hit rate 0.44% among 71,000. AID 595; active = well fitted curve in either direction with a large enough effect; inconclusive = small, poorly fitted or top-dose-only effect, or another doubt; also: potency is read from the fitted curve at half-maximal effect; % is scaled to controls: 0 for no effect and ±100 for the full control effect; many of its hits are not listed in these tables
HADH2 inhib = blocks human hydroxyacyl-CoA dehydrogenase type II; recombinant HADH2, NADH fluorescence, beta-hydroxybutyryl-CoA; Q99714; Potency, µM (doses to about 57.1 µM), for the others: at the top dose activity change, negative = inhibition, usual class: inhibitors; AID 886; hit rate 3.4% among 73,000; also: potency is read from the fitted curve at half-maximal effect; % is scaled to controls: 0 for no effect and ±100 for the full control effect; nearly all actives have a fitted effect of over 60% in size; many of its hits are not listed in these tables
Target sequence (Q99714 whole entry, looked up, one chain of several): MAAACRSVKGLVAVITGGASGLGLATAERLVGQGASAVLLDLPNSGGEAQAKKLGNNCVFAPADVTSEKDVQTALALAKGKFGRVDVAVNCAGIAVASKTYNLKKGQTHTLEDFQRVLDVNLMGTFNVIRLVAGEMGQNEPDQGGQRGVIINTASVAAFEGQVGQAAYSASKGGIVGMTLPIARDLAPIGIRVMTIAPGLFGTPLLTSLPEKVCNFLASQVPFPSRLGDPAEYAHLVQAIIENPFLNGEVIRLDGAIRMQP
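20 nM HADH2 + cpd, 15 min RT; add 1 mM NAD+/90 uM beta-hydroxybutyryl-CoA; kinetic fluorescence 360/450 nm, 4 min. Tris-HCl pH 9.0, 0.01% Tween-20.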
UbGFP stabilizer = ubiquitin-GFP accumulation via proteasome inhibition; Ubiquitin-GFP reporter cells, proteasome inhibition, GFP fluorescence; response scale: untreated = 0%, 10 µM MG-132 = 100%; Potency, µM (titrated, usually from 45.9 µM), for inactives: at the highest dose activation (GFP accumulation), hits mostly activators; 67,000 tested, under 10 active; AID 526; active = well fitted activation curve with a large enough effect, not every such curve was filed as active; inconclusive = small, poorly fitted or top-dose-only effect, or another doubt; inactive = no such curve, though single readings can be large or run the other way; also: potency is read from the fitted curve at half-maximal effect
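U2OS Ub(G76V)-GFP reporter; O/N plating, 0.5% FBS; cpd 46 uM–2.9 nM, 4 h, 37 °C; GFP+ cell count, 488/515 nm; norm. to basal vs 10 uM MG-132; CRC fit.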
HBB splicing = alters splicing of the hemoglobin beta chain; HBB splicing reporter cell assay, activation; EGFP reporter with mutant IVS2-654 intron; response scale: normalised to 500 nM splice-correcting PNA; Potency, µM (doses to about 46.1 µM), for the others: at the top dose activation, most hits filed as activators; AID 925; hit rate 0.06% among 65,000; also: potency is read from the fitted curve at half-maximal effect; 0% is about no effect
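HeLa cells stably expressing EGFP interrupted by mutant beta-globin intron 2 (IVS2-654), 500/well in 2% FCS. Treated with compound for 2 days at 37C. Splicing correction scored as total well GFP intensity (488 nm excitation, 500-520 nm emission); 500 nM antisense PNA served as control.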
DNA Pol III inh = blocks replication by bacterial DNA polymerase III holoenzyme; hit rate 0.25% among 71,000; AID 603; reconstituted DNA polymerase III holoenzyme replication, biochemical; Potency, µM (top dose mostly 57.1 µM), for inactives: at the highest dose activity change, negative = inhibition; also: potency is read from the fitted curve at half-maximal effect; % is scaled to controls: 0 for no effect and ±100 for the full control effect
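Reconstituted *E. coli* holoenzyme (0.35 nM Pol III, 1 nM beta, 154 nM SSB, 2 nM primase) was preincubated with compound for 15 min at RT. Synthesis on 1.4 nM ssM13Gori ran 35 min, then was stopped with PicoGreen/EDTA and read as dsDNA fluorescence.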
ALOX15 inhib = inhibitors of human 15-lipoxygenase (ALOX15). P16050. purified 15hLO-1, xylenol orange hydroperoxide absorbance. Potency, µM (highest dose often 57.1 µM), for the others: at the highest dose activity change, negative = inhibition, actives largely listed as inhibitors. hit rate 1.4% among 74,000. AID 887; also: potency is read from the fitted curve at half-maximal effect; % is scaled to controls: 0 for no effect and ±100 for the full control effect; nearly all actives have a fitted effect of over 55% in size
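40 nM 15hLO-1 + cpd, 15 min RT; start w/ 50 uM AA (final), 6 min RT; stop/detect w/ 200 uM XO + 300 uM Fe(II) in 50 mM H2SO4, 30 min; A573/A405. Buffer 25 mM Hepes pH 7.5, 0.01% Triton X-100. No-enzyme wells as negative control.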
* hit, by the source's call; ? = inconclusive; . = no result given; [ ] = another dose, or the depositor's remark. Unless noted, calls follow the shape of the dose curve; as a rule, active = well fitted curve in the direction sought with a large enough effect; inconclusive = small, poorly fitted or top-dose-only effect, or another doubt; inactive = no such curve, though single readings can be large; an effect the other way counts as inactive or inconclusive. Not all compounds are listed. The share of hits here may be higher or lower than overall.

Values run as follows: CRE-bla Fsk | BRCT inh red | BRCT PPI green | HADH2 inhib | HBB splicing | DNA Pol III inh | Hsp90 Hop PPI | UbGFP stabilizer | Epigenetic mod | USP2a inh | ALOX15 inhib
CC(Sc1cccc2cccc(C(=O)O)c12)C(=O)O (configuration not stated)
 : -3% | 0.4% | -1.2% | -12% | 0.0% | -3% | -1% | -6% | -3% | 1% | 1%
Cc1ccc(Cn2c(=O)c3c(nc4n3CCN4Cc3ccco3)n(C)c2=O)cc1
 : 18% | -0.6% | -7.3% | 7% | -3.6%[0.369 µM] | -5% | -11% | -1% | 0% | 6% | 3%
Nc1nc(N2CCCCC2)nc(N(c2ccccc2)c2ccccc2)n1
 : -6% | -2.7% | -0.5% | 0% | -0.3% | -6% | -4% | -3% | . | . | -6%
CCOC(=O)N1CCN(c2ccc(C(=O)c3cccc(F)c3)cc2)CC1
 : -8% | -0.1% | -1.9% | 1% | -0.6% | 7% | 19% | -5% | 0% | -3% | -11%
Cn1cccc1C(=O)N1CCN(c2cccc(C(F)(F)F)c2)CC1
 : ? | -2.9% | -0.3% | 3% | -3.5% | 23% | -13% | -1% | -1% | 4% | -14%
CSCC[C@@H](Nc1nc(-c2ccccc2)nc2c1oc1ccccc12)C(=O)O
 : ? | -2.3% | 2.5% | 3% | 1.5%[0.369 µM] | -6% | -5% | . | -2% | -22% | 1%
CCOC(=O)c1c(C)[nH]c2ccc(O)cc12
 : 13% | 0.4% | -3.1% | -20% | -3.5% | 0% | -4% | 4% | 2% | -3% | -2%
Cc1noc(C)c1S(=O)(=O)N(C)CC(=O)NCc1ccccc1
 : -11% | -0.2% | -1.6% | -4% | -0.3% | 0% | 2% | -5% | 3% | 5% | 3%
Cc1ccccc1NCc1ccccc1O
 : -5% | 0.1% | -2.6% | -21% | 0.1% | -1% | -1% | 12% | 4% | -5% | -21%
COc1ccc(Oc2cn[nH]c2-c2ccc(O)cc2O)cc1
 : 2% | -0.6% | -0.1% | ? | 4.7%[0.369 µM] | 2% | -11% | -4% | 0% | 5% | -16%
C/C=C/OC(=O)NC(c1ccccc1)[C@@]1(C(=O)OCC)CCCC1=O (some centres not stated)
 : . | 0.2%[15.4 µM] | 1.3%[15.4 µM] | -4%[11.4 µM] | 1.8%[9.22 µM] | . | . | . | . | . | 3%[11.4 µM]
COC(=O)c1ccc(Oc2cc(C)nc(NCc3ccccc3)n2)cc1
 : 1% | 0.6% | -0.7% | -7% | -0.3% | 17% | 0% | 13% | 0% | 1% | -3%
Cc1cccn2c(=O)c3cc(C(=O)NC(C)C)c(=N)n(Cc4ccncc4)c3nc12
 : 13µM* | 0.6% | -1.4% | 42%[activator] | -0.1%[57.5 µM] | -6% | -5% | -3% | 5% | 11% | -2%
O=C(O)Cc1ccc(O)c(O)c1
 : 8% | 1.2% | -2.5% | 0.5µM* | -0.8% | -7% | -12% | -5% | 1% | 2% | 13%
CN(CC(=O)Nc1ccc2c(c1)OCCO2)S(=O)(=O)c1cccc2cccnc12
 : -3% | -0.2% | -0.3% | -3% | -0.2% | 1% | -6% | 3% | 0% | . | 3%

The last 5 records of the section before come first, to join the parts.
Values run as follows: CRE-bla Fsk | BRCT inh red | BRCT PPI green | HADH2 inhib | HBB splicing | DNA Pol III inh | Hsp90 Hop PPI | UbGFP stabilizer | Epigenetic mod | USP2a inh | ALOX15 inhib
C/C=C/OC(=O)NC(c1ccccc1)[C@@]1(C(=O)OCC)CCCC1=O (some centres not stated)
 : . | 0.2%[15.4 µM] | 1.3%[15.4 µM] | -4%[11.4 µM] | 1.8%[9.22 µM] | . | . | . | . | . | 3%[11.4 µM]
COC(=O)c1ccc(Oc2cc(C)nc(NCc3ccccc3)n2)cc1
 : 1% | 0.6% | -0.7% | -7% | -0.3% | 17% | 0% | 13% | 0% | 1% | -3%
Cc1cccn2c(=O)c3cc(C(=O)NC(C)C)c(=N)n(Cc4ccncc4)c3nc12
 : 13µM* | 0.6% | -1.4% | 42%[activator] | -0.1%[57.5 µM] | -6% | -5% | -3% | 5% | 11% | -2%
O=C(O)Cc1ccc(O)c(O)c1
 : 8% | 1.2% | -2.5% | 0.5µM* | -0.8% | -7% | -12% | -5% | 1% | 2% | 13%
CN(CC(=O)Nc1ccc2c(c1)OCCO2)S(=O)(=O)c1cccc2cccnc12
 : -3% | -0.2% | -0.3% | -3% | -0.2% | 1% | -6% | 3% | 0% | . | 3%
CCOc1cc2[nH]c(=O)n(CC3CCC(C(=O)NCCCOC)CC3)c(=O)c2cc1OCC (configuration not stated)
 : -6% | -1.5% | 0.1% | 25% | -0.4% | 4% | ? | 0% | -2% | 32%[activator] | 0%
Cc1noc(C)c1C(=O)NC(C)c1ccc2c(c1)OCO2 (configuration not stated)
 : -4% | 1.6% | 0.6% | 1% | 2.2% | -8% | -4% | -4% | 0% | -8% | 0%
COCc1nnc(NC(=O)CSc2ccccc2)s1
 : 2% | 1.9% | 0.0% | -24% | 0.9% | 0% | -5% | 8% | 4% | 2% | 9%
O=C(Nn1cnnc1)c1ccc(F)c(S(=O)(=O)N2CCCCC2)c1
 : -12% | -0.2% | -2.0% | -7% | 2.5% | -2% | -2% | 2% | -2% | -7% | 22%
O=C(C1CCC(=O)N1Cc1cccnc1)N1CCN(c2ccc(F)cc2)CC1 (configuration not stated)
 : -11% | 0.4% | -5.3% | 3% | -1.1% | 0% | 2% | 12% | -2% | . | 0%
N#CC1=C(N)OC2=C(C(=O)CCC2)C1c1ccncc1 (configuration not stated)
 : -4% | -0.8% | -1.5% | -7% | . | 2% | -4% | -1% | -2% | -4% | 10%
Cc1ccc(Cl)cc1N1CCN(C(CC(C)C)c2nnnn2CC2CCCO2)CC1 (configuration not stated)
 : -4% | -0.2% | 0.9% | -5% | . | -3% | 0% | -6% | 7% | 2% | 5%
O=C1N=C(N2CCCCC2)SC1=C1CCCC1
 : 3% | 0.2% | 2.5% | -6% | 0.5% | -6% | -4% | 9% | -2% | 0% | -4%
Cc1cc(C)n2nc(CC(=O)NC3CCCCCC3)nc2n1
 : 1% | 0.9% | -5.6% | 5% | 3.4% | 0% | -3% | -4% | 5% | 0% | 10%
COc1ccc(S(=O)(=O)N[C@@H](Cc2ccccc2)C(=O)N2CC[C@@]3(O)CCCC[C@H]3C2)cc1
 : 0% | -2.8% | -5.0% | 9% | 0.5%[0.369 µM] | 2% | -3% | -3% | 0% | 9% | 9%
CC(=O)Cc1nsc(NC(=O)c2cc(-c3cccc(C(F)(F)F)c3)oc2C)n1
 : 0% | -1.1% | 0.7% | 2% | -0.4% | 0% | -2% | -11% | 0% | 20% | -18%
O=c1n(CC2CO2)c(=O)n(CC2CO2)c(=O)n1CC1CO1 (configuration not stated)
 : 1% | -7.3% | 0.6% | -14% | ? | 13% | -1% | . | . | . | -10%
Cc1ccc(S(=O)(=O)Nc2nc3ccccc3nc2NCc2ccco2)cc1
 : ? | -0.8% | -1.7% | ? | -1.1% | -3% | 3% | -4% | 6% | 8% | -5%
COc1ccc(-n2nnc3c(=O)n(CC(=O)OCc4ccccc4)cnc32)cc1
 : 7% | 1.3% | -1.5% | 4% | 0.4% | 2% | 3% | 3% | . | . | 0%
CCCS(=O)(=O)N1CCC(C(=O)N2CCN(C(=O)OCC)CC2)CC1
 : ? | -0.6% | -1.3% | 1% | -1.2% | -7% | 1% | 8% | -1% | -7% | -1%
O=C(COC(=O)Cc1cccc(C(F)(F)F)c1)NCC1CCCO1 (configuration not stated)
 : ? | 0.1% | -0.7% | 8% | -1.1% | 2% | -3% | 0% | 0% | 0% | 8%
Cc1cc(CN2C(=O)c3ccccc3C2=O)no1
 : 2% | 0.7% | -2.2% | 5% | . | -5% | 0% | 1% | 4% | 2% | 11%
CCN(CCNC(=O)C1CCN(Cc2nc(-c3cccc(Cl)c3)oc2C)CC1)c1ccccc1
 : ? | 0.9% | -5.0% | -14% | -3.9% | -4% | -23% | 6% | 1% | 21% | ?

High-throughput results as filed in PubChem BioAssay.
